GPR7 antag – GPR7 receptor antagonists, primary screen, cell-based, fluorescence, single concentration | inhibition, % at 4.4 µM | AID 1861, 2009 | hit rate 1.1% among 290,000 | Neuropeptides B/W receptor type 1 (Homo sapiens), P48145 | GPR7-expressing cells, fluorescence antagonist assay; in the data active means inhibition above about 16%, passing the limit was not always enough;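 further: cells stimulated with the agonist NPW; 0% = agonist with vehicle and 100% = vehicle without agonist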
GalR3 antagonist – GalR3 antagonists in HEK293 cells, primary screen, cell-based, fluorescence readout; Galanin receptor type 3 (Homo sapiens), O60755; HEK293 GalR3-CNG cAMP membrane potential fluorescence; galR3 body fused to GalR1 C-terminus; inhibition, % at 3 µM; hit rate 0.44% among 360,000; AID 651719, 2012;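 active means inhibition above the screen-wide average plus 3 SD, cut at about 13% in these data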;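 further: forskolin and galanin both at EC90 stimulate the cells; cAMP rise reported by CNG channel membrane potential dye signal; 0% = forskolin plus galanin with DMSO and 100% = forskolin alone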
MEKK2 WT-MEK5 – modulators of MEK5 binding to wildtype MEKK2, primary screen, biochemical, multiplex bead flow cytometry, Alexa488-MEK5 | Alexa488-MEK5 binding to MEKK2 WT; actives lie on both sides | binding response (% of control), % at 10 µM | hit rate 1.1% among 290,000 | AID 1531, 2009; in the data active means binding response below about 67% or above about 130%
MEKK2mut PB1 HTS – MEK5 binding signal on mutant MEKK2 PB1, primary screen, biochemical, multiplex bead flow cytometry, Alexa488-MEK5; Alexa488-MEK5 binding to MEKK2 mutant; percent response, % at 10 µM; hit rate 0.35% among 290,000; AID 1530, 2009; in the data active means percent response above about 24%, passing the limit was not always enough; further: inactives centre near 1; some results filed as inactive read as strong as hits; reference of the scale not given here
PHOSPHO1 block – PubChem AID 1565 | Phosphoethanolamine/phosphocholine phosphatase (Homo sapiens), Q8TCT1 | recombinant PHOSPHO1, absorbance phosphatase assay | inhibition, % at 13.3 µM | hit rate 1.1% among 290,000; in the data active means inhibition above about 60%
Target sequence (Q8TCT1 whole entry, looked up): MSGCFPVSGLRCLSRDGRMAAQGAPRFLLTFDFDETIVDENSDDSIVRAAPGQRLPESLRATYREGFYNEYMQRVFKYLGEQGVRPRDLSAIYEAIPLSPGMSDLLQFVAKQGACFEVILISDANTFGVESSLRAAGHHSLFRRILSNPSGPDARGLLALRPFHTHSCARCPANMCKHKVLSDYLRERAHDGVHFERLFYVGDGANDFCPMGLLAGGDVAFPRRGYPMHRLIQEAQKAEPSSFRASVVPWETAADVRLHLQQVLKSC
V1R ag counter – agonists of human V1a receptor, primary screen, counter-screen for OXTR agonist project, fluorescence, CHO-V1R cells; Fluo-8 calcium fluorescence, agonist mode; 0% DMSO, 100% 3 nM vasopressin; activation, % at 3 µM; hit rate 0.25% among 320,000; AID 2797, 2010;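 active means activation above the mean activation of all tested compounds plus 3 SD, per screening run, cut at about 20% in these data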;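 further: signal is peak over basal fluorescence ratio across a 100 second FLIPR read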
OXTR agonist – human OXTR agonists, primary screen, fluorescence, CHO-OTR cells, Fluo-8 calcium. hit rate 0.32% among 320,000. Fluo-8 calcium fluorescence; normalized: DMSO 0%, oxytocin 100%. Oxytocin receptor (Homo sapiens), P30559. activation, % at 3 µM;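 active means activation above the mean of all tested compounds plus 3 SD, cutoff set per screening run, cut at about 20% in these data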;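 further: peak over basal fluorescence ratio from a 100 s FLIPR kinetic read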
NALP1 inh – NALP1 inflammasome inhibitors in reconstituted yeast, colorimetric, S. cerevisiae, triplicate retest; inhibition, % at 10 µM; S. cerevisiae NALP1/ASC/caspase-1 growth, X-gal OD620, 72 h; AID 2071, 2009; hit rate 0.61% among 280,000; in the data active means inhibition mostly above about 24%, no sharp cut-off; inactive means mostly below about 32%; further: some compounds called inactive have numbers as strong as hits
MEKK3 PB1 HTS – modulators of MEKK3-MEK5 PB1 binding, primary screen, biochemical, wildtype MEKK3, multiplex bead flow cytometry, Alexa488-MEK5 | binding response (% of control), % at 10 µM | AID 1529, 2009 | bead-based flow cytometry, Alexa488-MEK5 binding to MEKK3; actives lie on both sides; 0 = blocked by unlabeled MEK5, 100 = vehicle | hit rate 1.4% among 290,000 | Mitogen-activated protein kinase kinase kinase 3 (Homo sapiens), Q99759;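 active means binding response more than 3 SD above or below the average of its plate-row segment, actives on both sides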;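 further: Alexa488 bead fluorescence after subtracting the streptavidin-only scavenger bead signal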
Target sequence (Q99759 whole entry, looked up): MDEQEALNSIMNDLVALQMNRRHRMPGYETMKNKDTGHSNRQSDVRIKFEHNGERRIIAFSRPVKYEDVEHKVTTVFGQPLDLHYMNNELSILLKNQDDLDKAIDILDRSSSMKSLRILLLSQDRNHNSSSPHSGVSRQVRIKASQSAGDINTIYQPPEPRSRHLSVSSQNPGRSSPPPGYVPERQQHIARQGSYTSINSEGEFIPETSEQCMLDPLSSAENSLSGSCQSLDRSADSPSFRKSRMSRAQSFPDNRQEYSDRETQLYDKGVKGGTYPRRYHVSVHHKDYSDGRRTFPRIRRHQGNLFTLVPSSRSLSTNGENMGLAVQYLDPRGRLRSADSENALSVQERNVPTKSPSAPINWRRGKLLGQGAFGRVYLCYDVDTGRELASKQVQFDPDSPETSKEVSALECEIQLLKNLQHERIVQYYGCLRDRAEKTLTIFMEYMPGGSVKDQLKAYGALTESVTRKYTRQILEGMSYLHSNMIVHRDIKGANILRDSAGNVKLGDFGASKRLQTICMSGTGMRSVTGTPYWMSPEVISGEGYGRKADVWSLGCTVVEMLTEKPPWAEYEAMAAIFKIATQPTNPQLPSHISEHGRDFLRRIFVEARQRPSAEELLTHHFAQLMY
An asterisk follows results filed as active; x = no result given.

#	SMILES	GalR3 antagonist	NALP1 inh	PHOSPHO1 block	GPR7 antag	V1R ag counter	MEKK3 PB1 HTS	OXTR agonist	MEKK2 WT-MEK5	MEKK2mut PB1 HTS
1	CCCn1c(SCC(=O)Nc2cccc(S(=O)(=O)N(C)C)c2)nc2ccccc2c1=O	-7	7	-29	-5	0.2	104	-0.3	103	0
2	O=C(/C=C/c1ccc([N+](=O)[O-])cc1)Nc1ncc([N+](=O)[O-])s1	-1	3	-106	-5	x	117	x	107	0
3	C=C(C)Cn1c(Sc2nnc(C)s2)nc2c1c(=O)[nH]c(=O)n2C	-2	-1	-7	-5	0.5	107	0.1	112	2
4	COc1cc(C2C(N3C(=O)c4ccccc4C3=O)C(=O)N2c2ccc(C)c(C)c2)cc(OC)c1OC (configuration not stated)	-5	11	-10	4	5.0	108	2.0	95	-2
5	CN1CCN(CCCNC(=O)c2nnc(Cc3c(F)cccc3Cl)o2)CC1	-6	-20	1	-3	1.2	83	1.6	93	-3
6	CCOc1ccc(S(=O)(=O)NCC2CCCO2)c2ccccc12 (configuration not stated)	3	-9	18	-6	0.1	110	-0.1	115	15
7	NC(=O)c1nsc(C(=O)N(Cc2cccnc2)C(C(=O)NC2CCCC2)c2ccc(F)cc2)c1N (configuration not stated)	-6	5	6	-14	-0.7	102	0.0	100	0
8	CN(C)c1ccc(NC(=O)Cn2c(=O)n(Cc3ccccc3)c(=O)c3ccccc32)cc1	-2	11	39	-8	-0.5	98	1.3	96	-1
9	CCC1=C(OC(=O)N(CC)CC)N2C(=O)OC(=NCC3CC3)[C@]2(C)[C@H]2C1=CC[C@H]1C(=O)N(CC(=O)OC)C(=O)[C@H]12	-2	x	26	x	-1.0	114	-0.3	95	10
10	O=S(=O)(Cc1ccc(Cl)cc1)NCC1CCCO1 (configuration not stated)	2	30	-7	-3	0.8	99	0.1	100	2
11	O=C1CSC(=S)N1/N=C/c1ccc(C(F)(F)F)cc1	-6	-5	27	-13	0.5	103	-0.2	105	5
12	O=C(COC(=O)CCc1nc2ccccc2c(=O)[nH]1)Nc1ccc(Cl)cn1	1	24	74*	-7	0.4	98	0.2	101	-3
13	CC(=O)c1cccc(NC(=O)CNC(=O)Cc2ccccc2)c1	-9	29	7	-17	0.0	102	-0.1	101	-2
14	CN1CCC(OC(=O)c2ccccc2)CC1	-10	10	x	-15	0.8	103	2.2	100	3
15	COc1ccc(C(=O)NCC(=O)OCC(=O)c2ccc(Cl)cc2)cc1OC	-3	-7	10	-12	0.3	99	-1.1	98	-3
16	CC(C)c1cc(C(=O)Nc2cccc(Cl)c2)no1	-5	17	38	10	0.0	102	-1.3	101	6
17	Cc1ccc(C(=O)N/N=C/c2ccc(S(=O)(=O)O)o2)c(Cl)c1	-3	-3	-6	-3	0.1	88	0.6	92	-20
18	O=C1/C(=C\c2cc(Cl)c(O)c(Cl)c2)SC(=S)N1Cc1ccccc1	-11	-12	14	60*	x	97	x	102	2
19	Cc1ccc(NC(=O)CSCC(=O)O)c(C)c1	2	12	-5	3	0.7	101	0.8	102	1
20	O=C(C1COc2ccccc2O1)N1CCCC1 (configuration not stated)	-1	-4	-7	2	-0.2	98	-0.1	95	-7

Next entries follow:
#	SMILES	GalR3 antagonist	NALP1 inh	PHOSPHO1 block	GPR7 antag	V1R ag counter	MEKK3 PB1 HTS	OXTR agonist	MEKK2 WT-MEK5	MEKK2mut PB1 HTS
21	FC(F)(F)c1ccccc1-n1c(-c2cnccn2)n[nH]c1=S	1	12	74*	-10	-0.1	104	0.3	105	5
22	O=C(NCc1cccnc1)C1c2ccccc2C(=O)N1C1CCCCCC1 (configuration not stated)	-7	4	21	6	1.0	x	-0.6	x	x
23	O=C(Oc1cccc2cccnc12)c1ccco1	0	-18	-10	-5	-0.2	99	-1.1	100	6
24	CCNC(=S)NN(c1ccccc1)c1ccccc1	-3	5	0	-6	0.7	103	-2.4	105	5
25	Cc1ccc(C(=O)NNC(=O)CCN2C(=O)C3CCCCC3C2=O)cc1 (configuration not stated)	3	10	-10	9	0.6	101	-1.6	94	5
26	COc1cccc(C(=O)N2CCC(C(=O)NCc3ccco3)CC2)c1	-8	-17	8	-10	-0.2	100	0.2	100	-3
27	C/C(=N\NC(=S)NCc1ccccc1)c1ccc(Cl)s1	-1	2	11	-7	-0.4	100	-1.1	95	-2
28	N=c1scc(-c2ccccc2)n1/N=C/c1ccco1	1	36	-18	-7	-0.4	103	-0.6	108	55*
29	O=[N+]([O-])/C(C(Cl)=C(Cl)Cl)=C1\Nc2ccccc2O1	-5	-15	8	2	0.2	95	-0.5	98	-7
30	CCn1c(C(C#N)/C(=N\S(=O)(=O)c2cccs2)c2ccccc2)nc2ccccc21 (configuration not stated)	-2	16	-25	-10	-0.7	80	0.3	76	-14
31	Cc1cc(SCC#N)nc2ccccc12	-4	2	51	-5	-1.4	100	-2.1	104	3
32	Cc1ccccc1-c1ccc(=O)n(CC(=O)Nc2ccc(S(=O)(=O)N(C)C)cc2)n1	-4	-2	-100	-1	1.0	92	1.0	94	-1
33	NC(=O)c1c(NC(=O)C(=O)NCCCN2CCOCC2)sc2c1CCCC2	-6	18	28	-17	0.1	101	0.7	104	3
34	Cc1cccc(-n2ncc3c(NNC(=O)c4ccco4)ncnc32)c1	-2	13	38	-4	0.7	102	0.9	103	3
35	CNC(=O)CCc1ccc(OC)cc1	-5	0	4	-4	0.0	98	0.6	92	-2
36	Cc1cc(Cl)cc(C)c1OCCNCc1ccccc1	-13	24	3	20	4.3	93	2.6	109	7
37	CC(=O)c1cc2c(cc1NS(=O)(=O)c1ccc3c(c1)OCCO3)OCO2	-15	16	15	-8	2.9	90	2.0	93	-8
38	NC(=O)C1CCN(CC(=O)NC(=O)NC2CCCC2)CC1	-5	26	1	5	2.3	89	0.8	91	-7
39	COc1cccc(-c2nc(CS(=O)(=O)CC(=O)NCCc3ccc(C)cc3)c(C)o2)c1	-3	6	40	-3	8.7	103	3.9	101	2
40	Cc1oc2c(c1C(=O)NCCCC(=O)O)CCCC2	-4	-23	1	-4	-0.3	106	0.1	109	7

Laid out differently: results already given.
33: NC(=O)c1c(NC(=O)C(=O)NCCCN2CCOCC2)sc2c1CCCC2
34: Cc1cccc(-n2ncc3c(NNC(=O)c4ccco4)ncnc32)c1

| Assay by compound | 33 | 34 |
| --- | --- | --- |
| GalR3 antagonist | -6 | -2 |
| NALP1 inh | 18 | 13 |
| PHOSPHO1 block | 28 | 38 |
| GPR7 antag | -17 | -4 |
| V1R ag counter | 0.1 | 0.7 |
| MEKK3 PB1 HTS | 101 | 102 |
| OXTR agonist | 0.7 | 0.9 |
| MEKK2 WT-MEK5 | 104 | 103 |
| MEKK2mut PB1 HTS | 3 | 3 |

Screen by screen, quoted from above:
Compounds 23–33 in NALP1 inh: -18, 5, 10, -17, 2, 36, -15, 16, 2, -2, 18
Compounds 23–33 in PHOSPHO1 block: -10, 0, -10, 8, 11, -18, 8, -25, 51, -100, 28
Compounds 23–33 in GalR3 antagonist: 0, -3, 3, -8, -1, 1, -5, -2, -4, -4, -6

New compounds follow:
#	SMILES	GalR3 antagonist	NALP1 inh	PHOSPHO1 block	GPR7 antag	V1R ag counter	MEKK3 PB1 HTS	OXTR agonist	MEKK2 WT-MEK5	MEKK2mut PB1 HTS
41	Cc1cc2ncn(C(=O)c3ccc(F)cc3)c2cc1C	-1	8	19	-9	0.9	99	-0.6	100	-3
42	Cn1ncc(Br)c1C(=O)NC1CCCCC1	-2	5	27	-12	-0.1	101	1.0	98	2
43	COc1ccc(Cl)cc1C(=O)NNC(=S)NC1CCCCC1	-1	x	-7	-5	-0.9	100	-1.6	97	0
44	COc1ccc(-n2c(N)c(C(=O)Nc3c(C)n(C)n(-c4ccccc4)c3=O)c3nc4ccccc4nc32)cc1	2	8	6	-5	0.1	92	0.0	91	-8
45	Cc1cc(-c2ccccc2)nc(N2CCC(C(=O)NC(C)C)CC2)n1	-2	16	3	-12	-0.1	105	-0.8	106	4
46	O=C(CSc1ccc(-c2ccccn2)nn1)Nc1ccc(F)c(F)c1	-5	0	56	-7	12	104	7.8	108	7
47	CCNC(=S)N/N=C/c1cc(Br)cc(Br)c1OC	-4	5	6	-7	-0.1	106	-1.8	99	3
48	Brc1ccc(-c2nnc3c4ccccc4nc(N4CCOCC4)n23)cc1	-4	-3	11	-14	0.1	x	0.0	x	x
49	COCC(=O)Nc1cc(OC)cc(OC)c1	-3	-5	7	2	0.8	91	-0.6	92	-1
50	Cc1ccc(NC(=O)CN2C(=O)NC(Cc3ccccc3)C2=O)cc1 (configuration not stated)	0	19	12	-1	0.3	101	-0.5	98	4
51	O=C1CS/C(=C\[N+](=O)[O-])N1c1ccccc1	-4	3	46	23	1.0	92	0.3	91	-8
52	Cc1cccc(C)c1NC(=S)NC(=O)c1ccccc1F	-2	13	0	3	0.8	87	-2.3	96	-1
53	Cc1ccc(C(=O)Nc2nnc(SCC(=O)N3CCCc4ccccc43)s2)cc1	-3	36	6	-7	-0.2	99	-1.6	83	16
54	CN(c1ccccc1)S(=O)(=O)c1cccc(NC(=O)CC(C)(C)C)c1	-2	42	-16	-10	3.5	105	1.6	103	-2
55	COc1ccc(CNC(=O)C2CCC(CNc3nc(=S)[nH]c4ccccc34)CC2)cc1 (configuration not stated)	x	1	17	-9	0.6	101	0.3	89	-9
56	CCCNc1nc(NCC)nc(OC)n1	-1	-11	2	7	13	102	2.2	96	-1
57	CN(CC(=O)NCc1cccnc1)S(=O)(=O)c1ccc2c(c1)c(=O)n(C)c(=O)n2C	5	44*	17	-9	1.1	104	0.1	104	4
58	COc1ccc(N2CCN(C(=O)c3cc4ccccc4o3)CC2)cc1	-7	16	19	-2	0.2	98	0.2	104	1
59	COc1ccc(OC)c(NC(=O)CCc2nnc3ccc(NCc4ccco4)nn23)c1	6	14	12	-3	6.0	100	0.3	106	3
60	CN(C)S(=O)(=O)c1cc(C(=O)NCC2CCCO2)c(Cl)cc1Cl (configuration not stated)	-6	27	18	-9	0.3	103	-0.5	111	3
61	Cn1nc(C(F)(F)F)c(C(=O)Nc2ccc(F)cc2)c1Cl	-3	-1	-12	20	0.5	73	-0.4	68	-12

Limited to MEKK2mut PB1 HTS and GalR3 antagonist, for 7 of the compounds above:
nr	compound	MEKK2mut PB1 HTS	GalR3 antagonist
9	CCC1=C(OC(=O)N(CC)CC)N2C(=O)OC(=NCC3CC3)[C@]2(C)[C@H]2C1=CC[C@H]1C(=O)N(CC(=O)OC)C(=O)[C@H]12	10	-2
10	O=S(=O)(Cc1ccc(Cl)cc1)NCC1CCCO1 (configuration not stated)	2	2
11	O=C1CSC(=S)N1/N=C/c1ccc(C(F)(F)F)cc1	5	-6
12	O=C(COC(=O)CCc1nc2ccccc2c(=O)[nH]1)Nc1ccc(Cl)cn1	-3	1
13	CC(=O)c1cccc(NC(=O)CNC(=O)Cc2ccccc2)c1	-2	-9
14	CN1CCC(OC(=O)c2ccccc2)CC1	3	-10
15	COc1ccc(C(=O)NCC(=O)OCC(=O)c2ccc(Cl)cc2)cc1OC	-3	-3

Source: PubChem BioAssay (several laboratories)
